DENV2 CPE: inhibitors of DENV2 cytopathic effect | DENV2-infected cells, cytopathic effect rescue, plate reader | CPE inhibition, % at 9.99 µM | 350,000 tested, 1.7% active | AID 651640; in the data active = CPE inhibition above about 20%, passing the limit was not always enough; inconclusive = no clear call, values can overlap the other calls; tested in BHK-21 cells;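 also: 0% = median of neutral control wells and 100% = median of positive control wells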
S100A4 inh HTS: blocks human S100A4 binding to myosin IIA peptide; S100A4/TAMRA-MyoIIA peptide fluorescence polarization; inhibition, % at 10.7 µM; 360,000 tested, 0.14% active; AID 652163;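 active = mean inhibition of at least 70% across replicates, with every replicate also reaching that level; inconclusive = mean inhibition reaches 70% but some replicates fall short; inactive = mean inhibition below 70%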
Target sequence (P26447 whole entry, looked up): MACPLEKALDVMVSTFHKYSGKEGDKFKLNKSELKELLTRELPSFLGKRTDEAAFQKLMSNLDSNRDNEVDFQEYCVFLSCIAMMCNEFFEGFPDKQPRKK
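Material: human S100A4 monomer with TAMRA-labelled myosin IIA peptide; buffer or medium: HEPES pH 7.2 with CaCl2, KCl, NaCl, DTT, Triton; compound dosing: one concentration per compound; schedule: 5 min incubation before reading; benchmarks: neutral control DMSO, positive control TFP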
SIRT5 inh: inhibitors of human sirtuin-5 desuccinylase | Q9NXA8 | Purified SirT5, succinyl-peptide AMC, trypsin-coupled fluorescence | inhibition, % at 15 µM | 330,000 tested, 1.1% active; in the data active = inhibition above about 15%; inconclusive = no clear call, values can overlap the other calls
Target sequence (Q9NXA8 whole entry, looked up): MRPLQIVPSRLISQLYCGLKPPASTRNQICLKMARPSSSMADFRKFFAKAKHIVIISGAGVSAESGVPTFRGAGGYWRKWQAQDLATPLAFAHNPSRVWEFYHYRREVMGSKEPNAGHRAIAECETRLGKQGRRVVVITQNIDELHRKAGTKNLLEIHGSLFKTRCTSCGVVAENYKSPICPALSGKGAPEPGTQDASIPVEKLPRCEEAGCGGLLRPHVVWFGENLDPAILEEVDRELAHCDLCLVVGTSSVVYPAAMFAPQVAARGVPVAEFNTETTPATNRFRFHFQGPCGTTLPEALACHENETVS
ERp5 block: inhibitors of human ERp5; 350,000 tested, 0.05% active; inhibition, % at 9.99 µM; ERp5 insulin aggregation, absorbance 650 nm, 90 min; Q15084; AID 651711;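 active = mean replicate inhibition above about 25%, with every replicate also reaching it, limit read from the data, passing the limit was not always enough; inconclusive = only one of those two criteria met; inactive = neither criterion met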
Target sequence (Q15084 whole entry, looked up): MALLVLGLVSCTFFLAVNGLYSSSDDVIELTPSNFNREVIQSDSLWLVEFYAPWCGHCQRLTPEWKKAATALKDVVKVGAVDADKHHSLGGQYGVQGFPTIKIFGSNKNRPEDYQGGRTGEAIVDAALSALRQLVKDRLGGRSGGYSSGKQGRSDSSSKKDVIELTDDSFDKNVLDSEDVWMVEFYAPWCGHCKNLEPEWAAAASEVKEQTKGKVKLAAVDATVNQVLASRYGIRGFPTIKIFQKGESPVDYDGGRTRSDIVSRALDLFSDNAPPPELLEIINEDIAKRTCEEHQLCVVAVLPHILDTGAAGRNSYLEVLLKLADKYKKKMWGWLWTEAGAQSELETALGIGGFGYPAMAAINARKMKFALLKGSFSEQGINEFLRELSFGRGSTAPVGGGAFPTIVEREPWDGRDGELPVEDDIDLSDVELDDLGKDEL
E-selectin induc: induces E-selectin expression in human endothelial cells | 260,000 tested, 0.37% active | activation, % at 7.58 µM | HUVEC E-selectin immunofluorescence imaging; normalized: neutral wells 0, TNF-alpha wells 100 | AID 686992 | P16581;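 active = mean E-selectin-positive cell signal at least 10% of the positive control, reached in at least 60% of replicates, without over 20% cell loss; inconclusive = no rule given, readout overlaps actives, possibly toxicity-flagged; inactive = the rest, including those meeting only one limit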;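 also: in these data hits start at about 27%; measured in HUVEC primary endothelial cells; signal is the percent of cells scored E-selectin positive by PE staining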
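Read-out basis: % PE-positive cells; Test system: HUVEC primary endothelial cells; Technique: immunofluorescence imaging; Dosing: single-point compound dose.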
C2C12 statin: suppression of simvastatin myotoxicity. C2C12 myotubes + simvastatin, ATP luminescence, 48 h; scaled: DMSO 0, geranylgeraniol control 100. rescue of ATP level, % at 7.49 µM. 330,000 tested, 0.78% active. AID 602340;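 active = mean ATP rescue above about 67%, or every replicate alone reaching that limit, limit read from the data, passing the limit was not always enough; inconclusive = no clear call, values can overlap the other calls; inactive = mean under the limit and some replicate under it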;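 also: myotubes were challenged with 10 µM simvastatin during compound exposure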
PglD inh: inhibitors of Campylobacter jejuni PglD acetyltransferase; purified PglD enzyme, DTNB colorimetric CoA detection; 360,000 tested, 0.098% active; inhibition, % at 12.5 µM; AID 602405; in the data active = inhibition above about 16%, passing the limit was not always enough; inconclusive = no clear call, values can overlap the other calls; also: strong numbers were not always called active
Numbers without * were called inactive; ? = inconclusive; nt = no result given; & = joins results of further samples. These rows are one share of the data. The share of hits here may be higher or lower than overall.

Start of the listing, in advance (2 entries):
SMILES	DENV2 CPE	S100A4 inh HTS	SIRT5 inh	ERp5 block	E-selectin induc	C2C12 statin	PglD inh
O=C(C[C@H]1C[C@H]2c3cc(NC(=O)c4ccc5c(c4)OCO5)ccc3O[C@H]2[C@H](CO)O1)NC1CCCC1	11	14	-5	-2	0.0	-1	-2
COc1ccc2c3c(n(C)c2c1)[C@@H](CO)N(C(=O)Nc1ccc(F)cc1)CC31CCN(C(=O)c2ccc3c(c2)OCO3)CC1	-2	-6	1	1	0.1	nt	nt

This part in full, repeating the preview:
SMILES	DENV2 CPE	S100A4 inh HTS	SIRT5 inh	ERp5 block	E-selectin induc	C2C12 statin	PglD inh
O=C(C[C@H]1C[C@H]2c3cc(NC(=O)c4ccc5c(c4)OCO5)ccc3O[C@H]2[C@H](CO)O1)NC1CCCC1	11	14	-5	-2	0.0	-1	-2
COc1ccc2c3c(n(C)c2c1)[C@@H](CO)N(C(=O)Nc1ccc(F)cc1)CC31CCN(C(=O)c2ccc3c(c2)OCO3)CC1	-2	-6	1	1	0.1	nt	nt
C[C@H](CO)N1C[C@H](C)[C@H](CN(C)S(=O)(=O)c2ccccc2)Oc2ccc(NC(=O)Nc3ccccc3)cc2C1=O	6	13	-1	2	-0.5	-32	2
COCC#Cc1ccc2c(c1)O[C@H](CN(C)C)[C@H](C)CN([C@H](C)CO)S2(=O)=O	7	4	-1	16	0.5	10	-3
O=C1Cc2cc(S(=O)(=O)N3CCN(c4ccc(O)cc4)CC3)ccc2N1	-17	-28	1	2	nt	1	7
CCN(CC(=O)Nc1ccccc1C(F)(F)F)C(=O)CCS(=O)(=O)c1ccc(Cl)cc1	8	-6	4	-2	-0.1	-6	nt
CCn1ccnc1C(O)c1cccc(OC)c1OC (stereo not given)	2	2	nt	-2	1.2	8	5
CNC[C@@H]1Oc2cc(C#CC3(O)CCCC3)ccc2S(=O)(=O)N([C@@H](C)CO)C[C@H]1C	12	-7	4	1	-0.3	-1	1
Cc1c(C)c2ccc(OCC(=O)N3CCOCC3)c(C)c2oc1=O	-3	8	-18	-3	3.4	2	6
CCCOc1ccc(N2C(=O)CC(SC(=N)N3N=C(c4ccccc4)CC3c3ccccc3)C2=O)cc1 (stereo not given)	-6	-24	-5	-4	nt	nt	nt
CCCNC(=O)N1C[C@@H](O)COC[C@@H]2O[C@H](CC(=O)OC)CC[C@H]21	12	9	-5	-2	0.1	12	4
CC(=O)Nc1cccc(C(=O)OC(C)C(=O)NCc2ccc3c(c2)OCO3)c1 (stereo not given)	-2	7	8	-4	0.3	14	-3
O=S(=O)(NCc1nc(-c2ccccc2)no1)c1ccc(F)cc1	0	6	1	1	-0.4	-1	1
C/C(Cc1ccccc1)=N\NC(=O)CNC(=O)c1ccccc1Cl	12	-4	0	1	1.3	nt	3
CC(=O)Nc1ccc(S(=O)(=O)N[C@@H](C)C(=O)OCC(=O)c2ccc[nH]2)cc1	8	-5	-4	-5	-0.2	10	-6
O=C(Cn1nc2n(c1=O)-c1ccccc1SC2)N/N=C/c1ccncc1	5	-4	4	0	-0.2	nt	nt
CC1(c2nnc(-c3cccc(Cl)c3)o2)CC(c2ccc(Cl)cc2)=NO1 (stereo not given)	?	0	-2	4	-0.2	14	4
C[C@H]1CN([C@@H](C)CO)S(=O)(=O)c2ccc(-c3ccc(F)cc3)cc2O[C@@H]1CN(C)C(=O)c1ccccc1F	-4	0	-4	6	-0.2	-16	-1
C[C@H]1CN([C@@H](C)CO)C(=O)Cc2cc(NC(=O)CCN3CCOCC3)ccc2O[C@H]1CN(C)Cc1ccc(-c2ccccc2)cc1	16	-31	3	-5	0.4	-17	nt
Cc1cc(Cl)c(OCCOCCN2CCCCC2)c(Br)c1	11	-4	-3	0	nt	-2	nt
Cc1ccc(C(=O)C2CCN(CC(=O)N3CCN(c4ccc(F)cc4)CC3)CC2)cc1	-5	-2	2	3	nt	nt	nt
CN(C)S(=O)(=O)c1ccc(NC(=O)C2CC(=O)N(Cc3ccccc3)C2)cc1 (stereo not given)	2	-1	-2	1	nt	nt	nt
CCN1CCN(CCOc2ccc(Cl)cc2)CC1	9	2	0	1	-4.8	1	-3
CN1C(=O)c2cc(NC(=O)NC3CCCC3)ccc2OC[C@@H]2O[C@@H](CC(=O)NC3CCC3)CC[C@@H]21	7	-6	-8	-6	0.0	-1	-2
O=C(N[C@H]1CC[C@@H](CCNC(=O)C2CCCC2)O[C@H]1CO)c1ccccn1	44*	0	4	6	0.0	1	-2
Cc1ccc(OCC(=O)O)c(O)c1	6	-4	-8	-6	1.5	nt	nt
COc1ccc(N(C(=O)c2ccc3c(c2)OCO3)C2C=CS(=O)(=O)C2)c(OC)c1 (stereo not given)	-8	2	-3	-4	nt	6	-4
COc1ccc(OCc2n(CC(=O)OC3CC(C)CCC3C(C)C)c3ccccc3[n+]2C)cc1 (stereo not given)	-1	1	2	-7	-0.1	-635	0
N#Cc1c(SCC(N)=O)nc2c(c1-c1ccncc1)CCCC2	2	-2	0	1	0.1	nt	nt
CC=Cc1ccc2n(c1=O)C[C@@H]1[C@@H](CO)[C@H](C(=O)N3CCCCC3)N(C(=O)CC)[C@H]21 (mixture of isomers)	-7	17	-4	0	-0.1	16	-1
O=C(NC1CCCCC1)C(c1ccc(F)cc1)N(C(=O)c1csnn1)C1CC1 (stereo not given)	0	2	-1	1	0.1	13	3
CC(C)(C)c1ccc(-n2ncc3c2CCCC3NC(=O)CCn2cncn2)cc1 (stereo not given)	1	-2	-2	0	0.1	-15	2
C[C@H]1CN([C@@H](C)CO)C(=O)c2cccc(NC(=O)C3CCOCC3)c2O[C@H]1CN(C)Cc1ccc2c(c1)OCO2	2	-1	nt	4	nt	53	1
Cc1nc2cc(C(=O)NCc3cccnc3)ccc2n1-c1ccc(F)cc1F	-1	-18	-4	0	nt	nt	nt
COC(=O)CCc1c(C)c(C(=O)c2ccc(F)cc2)c2ccccn12	-4	5	-3	?	0.9	nt	nt
CC(=O)c1cccc(NC(=O)c2ccc3c(c2)C(=O)N(Cc2cccnc2)C3=O)c1	-7	-5	1	3	-0.2	-9	-1
CCCOc1ccc(/C=C/C(=O)N2CCN(C(=O)c3ccco3)CC2)cc1OC	18	0	-1	-7	-3.1	-3	-1
CO[C@H]1CN(C)C(=O)c2cc(NC(=O)C3CC3)ccc2OC[C@H](C)N(C(=O)c2ccccc2F)C[C@H]1C	11	4	-4	-1	-0.1	-4	0
CCOC(=O)CSc1nc2ccccc2c(=O)n1Cc1ccco1	9	4	1	-1	nt	5	-1
Cn1c(CNC(=O)c2ccco2)nnc1SCC(=O)N1CCN(c2ccccc2)CC1	0	-8	-6	4	nt	2	-2

Copied from the listing, five compounds:
SMILES	DENV2 CPE	S100A4 inh HTS	SIRT5 inh	ERp5 block	E-selectin induc	C2C12 statin	PglD inh
C[C@H]1CN([C@@H](C)CO)C(=O)c2cccc(NC(=O)C3CCOCC3)c2O[C@H]1CN(C)Cc1ccc2c(c1)OCO2	2	-1	nt	4	nt	53	1
Cc1nc2cc(C(=O)NCc3cccnc3)ccc2n1-c1ccc(F)cc1F	-1	-18	-4	0	nt	nt	nt
COC(=O)CCc1c(C)c(C(=O)c2ccc(F)cc2)c2ccccn12	-4	5	-3	?	0.9	nt	nt
CC(=O)c1cccc(NC(=O)c2ccc3c(c2)C(=O)N(Cc2cccnc2)C3=O)c1	-7	-5	1	3	-0.2	-9	-1
CCCOc1ccc(/C=C/C(=O)N2CCN(C(=O)c3ccco3)CC2)cc1OC	18	0	-1	-7	-3.1	-3	-1

Remaining list, next part
SMILES	DENV2 CPE	S100A4 inh HTS	SIRT5 inh	ERp5 block	E-selectin induc	C2C12 statin	PglD inh
Cc1cc(C)n2nc(SC(C)C(=O)N(C)C3CCCCC3)nc2n1 (stereo not given)	8	-5	-2	-7	-0.5	-1	0
COCCC(=O)N1CCC(Oc2ccc(C(=O)NC3CCOC(C)(C)C3)cc2)CC1 (stereo not given)	-3	-5	-3	7	2.1	-5	-2
C[C@H](CO)N1C[C@H](C)[C@@H](CN(C)C(=O)Nc2ccc3c(c2)OCO3)Oc2ccc(NC(=O)NC3CCCCC3)cc2C1=O	0&-3	14&4	1	1&3	0.0&-0.2	-5&9	0&1
O=C(Cc1cccnc1)N1CC(=O)N2[C@H](C1)[C@H](c1ccc(C#CC3CCCCC3)cc1)[C@@H]2CO	-3	2	3	0	0.4	nt	nt
O=C(Nc1ccc2c(c1)OCO2)N[C@@H]1CC[C@@H](CCNC(=O)C2CCCCC2)O[C@@H]1CO	6	4	1	-9	-0.9	7	-2
NC(=O)NC(=O)C(c1ccccc1)N1CCN(S(=O)(=O)Cc2ccccc2)CC1 (stereo not given)	-1	3	-2	1	2.6	-3	2
COc1ccc(NC(=O)Nc2ccc3c(c2)[C@H]2C[C@H](CC(=O)N4CCCCC4)O[C@H](CO)[C@H]2O3)cc1	-5	-3	-5	5	0.2	11	-2
Cc1ccc(C(=O)Nc2scc(-c3ccccc3)c2C(=O)O)o1	2	-1	-1	5	-3.7	nt	nt
O=C(Cc1ccc(Br)cc1)Nc1ccc2[nH]ncc2c1	3	-2	1	-2	nt	7	-4
O=C(c1cc(C2CC2)nn1-c1ccccc1)N1CCN(Cc2ccc(Cl)cc2)CC1	0	-8	7	6	nt	19	5
C/C(=N\Nc1ccc(Cl)c(C(=O)O)c1)c1ccc(Br)s1	11	-1	3	4	nt	-3	-1
COc1cc(C(C)=O)ccc1OCC(=O)N1CCc2ccccc2C1	-4	0	3	0	0.0	-10	-3
CCCCNC(=S)N(C)/N=C/c1c(F)cccc1F	-16	2	0	0	nt	nt	nt
COc1ccccc1-c1cn(CC[C@H]2CC[C@H](NC(=O)C3CC3)[C@@H](CO)O2)nn1	-2	2	-2	-2	-0.5	0	-1
Cc1ccc([C@@H]2C[C@H]3[C@@H](CN2S(=O)(=O)c2ccc(C)cc2)C(=O)C[C@@H](c2ccc(Cl)cc2)N3S(=O)(=O)c2ccc(C)cc2)cc1	-3	3	nt	3	-0.3	6	-4
COc1cc(F)ccc1CN1CCC(C(=O)Nc2ccc(Oc3ccccc3)nc2)CC1	-4	-5	1	4	nt	1	12
